# SRC1 inh: SRC1 coactivator transcriptional activity inhibitors, primary screen, cell-based, luminescence; inhibition, % at 3.6 µM; Nuclear receptor coactivator 1 (Homo sapiens), Q15788; hit rate 0.12% among 360,000; HEK293 GAL4-SRC1 luciferase reporter;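 active = inhibition above the campaign mean plus 3 SD, with each screening campaign given its own cutoff, cut at about 60% in these data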;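 note: 0% = DMSO treated cells and 100% = gossypol at 36 µM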
# NCOA3 inh: SRC3 coactivator transcriptional activity inhibitors, primary screen, cell-based, luminescence | Nuclear receptor coactivator 3 (Homo sapiens), Q9Y6Q9 | HEK293 GAL4-SRC3 luciferase reporter | inhibition, % at 3.6 µM | hit rate 0.17% among 360,000;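 active = inhibition above a per-campaign cutoff, the mean of all compounds plus 3 SD, cut at about 60% in these data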;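 note: 0% = DMSO-treated cells and 100% = gossypol-treated cells at 36 µM; higher means less SRC3-driven luciferase light from the GAL4 reporter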
# EBV LMP1 NFkB: EBV LMP1-driven NF-kappaB luciferase reporter inhibitors, primary screen, cell-based, luminescence, single point | inhibition, % at 12.5 µM | hit rate 0.69% among 350,000 | LMP1-induced NF-kappaB luciferase reporter cells | AID 504558, 2011; in the data active = inhibition above about 41%;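 note: 0% = neutral control wells and 100% = reference inhibitor control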
# ABHD5 PLIN5 PPI: ABHD5-PLIN5 interaction inhibitors, primary screen, cell lysate, split luciferase complementation, luminescence. Perilipin-5 (Homo sapiens) + 1-acylglycerol-3-phosphate O-acyltransferase ABHD5 (Homo …. Split G. princeps luciferase complementation, 4 h. inhibition, % at 4 µM. hit rate 0.78% among 360,000;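 active = inhibition above the mean inhibition across every tested compound plus 3 SD, cut at about 22% in these data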;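 note: 0% = DMSO only wells and the 100% control is not disclosed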
# SRC2 inh: inhibition of GAL4-SRC2 driven luciferase reporter, primary screen, SRC2 inhibitor project, cell-based, luminescence; AID 651957, 2012; HEK293 GAL4-SRC2 luciferase reporter; inhibition, % at 9 µM; hit rate 0.17% among 370,000; Nuclear receptor coactivator 2 (Homo sapiens), Q15596;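 active = inhibition above the mean inhibition of all tested compounds plus 3 SD, set per campaign, cut at about 52% in these data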;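 note: 0% = DMSO treated cells and 100% = cells given Gossypol at 36 µM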
# COUP-TFII inh: NR2F2 transcriptional activity inhibitors, primary screen, cell-based, luciferase reporter, HEK293T, luminescence | AID 686940, 2013 | HEK293T NGFI-A luciferase reporter | inhibition, % at 8.6 µM | hit rate 0.7% among 370,000 | COUP transcription factor 2 (Homo sapiens), P24468;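 active = inhibition above a per-plate cutoff, mean inhibition of test wells between control levels plus 3 SD, cut at about 38% in these data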;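 note: cells cotransfected with COUP-TFII expression vector driving the NGFI-A reporter; 0% = median of COUP-TF2 test wells and 100% = reporter-only cells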
# Target sequence (P24468 whole entry, looked up): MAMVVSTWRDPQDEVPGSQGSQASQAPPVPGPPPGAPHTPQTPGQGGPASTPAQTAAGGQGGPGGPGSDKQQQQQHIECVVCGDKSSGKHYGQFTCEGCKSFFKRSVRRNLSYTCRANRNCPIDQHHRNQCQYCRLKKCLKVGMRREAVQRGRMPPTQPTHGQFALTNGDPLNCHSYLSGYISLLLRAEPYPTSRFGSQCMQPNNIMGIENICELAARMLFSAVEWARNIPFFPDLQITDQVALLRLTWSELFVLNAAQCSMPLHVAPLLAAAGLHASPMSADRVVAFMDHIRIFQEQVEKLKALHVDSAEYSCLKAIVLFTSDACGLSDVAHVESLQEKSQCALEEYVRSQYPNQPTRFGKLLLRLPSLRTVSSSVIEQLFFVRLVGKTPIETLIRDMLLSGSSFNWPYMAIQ
# TLR9-MyD88 inh: inhibitors of TLR9-MyD88 association in cells, primary screen, cell-based, CHO, BLA complementation, fluorescence; Toll-like receptor 9 (Homo sapiens) + Myeloid differentiation primary response protein …; CCF4 FRET ratio; inhibition, % at 4.98 µM; hit rate 0.21% among 340,000; AID 504734, 2011;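 active = inhibition above the mean over all tested compounds plus 3 SD, cut at about 21% in these data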;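 note: 0% = DMSO only wells and 100% = clavulanate BLA inhibitor control wells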
# MC4R ag barr: MC4R agonists recruiting beta-arrestin, primary screen, cell-based, luminescence, agonist arm of biased-ligand search | hit rate 0.98% among 360,000 | Melanocortin receptor 4 (Homo sapiens), P32245 | U2OS MC4R beta-arrestin complementation; percent of melanotan II response, DMSO zero | activation, % at 8.9 µM;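 active = activation above a per-plate cutoff, the mean activation of sample wells on that plate plus 3 SD, cut at about 8% in these data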
# NOD2-RIPK2 inh: NOD2-RIPK2 binding disruptors in cells, primary screen, fluorescence, CHO cells, BLA complementation | Receptor-interacting serine/threonine-protein kinase 2 (Homo sapiens), O43353 | CCF4 ratio | inhibition, % at 4.98 µM | hit rate 0.38% among 360,000; in the data active = inhibition above about 21%;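 note: 0% = vehicle only and 100% = reference blocker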
# LRH-1 inv ag: LRH-1 (NR5A2) inverse agonists, primary screen, cell-based, luminescence, HEK293T, StAR-luciferase reporter. Nuclear receptor subfamily 5 group A member 2 (Homo sapiens), O00482. LRH-1 transfected, 24 h. hit rate 0.13% among 360,000. AID 602396, 2012. inhibition, % at 3.6 µM;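 active = inhibition above the mean inhibition of all tested compounds plus 3 SD, cut at about 73% in these data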;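 note: 0% = DMSO wells and 100% = reporter-only cells lacking LRH-1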
# Target sequence (O00482 whole entry, looked up): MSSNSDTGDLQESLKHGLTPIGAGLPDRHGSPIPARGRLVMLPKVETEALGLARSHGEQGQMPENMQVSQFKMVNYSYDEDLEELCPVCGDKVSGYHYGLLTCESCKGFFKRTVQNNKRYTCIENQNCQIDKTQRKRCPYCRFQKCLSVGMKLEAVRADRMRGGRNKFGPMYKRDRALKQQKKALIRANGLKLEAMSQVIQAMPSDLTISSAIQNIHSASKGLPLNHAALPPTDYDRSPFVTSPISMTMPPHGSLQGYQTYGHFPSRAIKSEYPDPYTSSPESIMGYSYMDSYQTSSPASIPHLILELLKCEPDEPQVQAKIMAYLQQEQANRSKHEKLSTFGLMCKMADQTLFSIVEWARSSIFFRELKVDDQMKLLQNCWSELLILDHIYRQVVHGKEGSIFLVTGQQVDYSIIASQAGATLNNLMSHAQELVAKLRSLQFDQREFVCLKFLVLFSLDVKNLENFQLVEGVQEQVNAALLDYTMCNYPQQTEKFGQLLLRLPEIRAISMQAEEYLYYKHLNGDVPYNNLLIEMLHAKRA
# MC4R antagonist: MC4R antagonists of cAMP signaling, primary screen, cell-based, TR-FRET, antagonist arm of biased-ligand search; MC4R-expressing cells, MTII-stimulated cAMP, LANCE TR-FRET; inhibition, % at 6.5 µM; hit rate 0.48% among 360,000;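 active = inhibition above its plate's cutoff, the mean of tested wells on that plate plus 3 SD, cut at about 29% in these data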;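 note: 0% = Melanotan II alone and 100% = Melanotan II plus saturating MCL0020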
#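 System: U2OS-MC4R stable cell line; Technique: Eu-cAMP/anti-cAMP TR-FRET, emission 671 nm; Repeats: single well per compound; Also added: Melanotan II; Dosing: one concentration, 6.5 µM nominal; Schedule: 30-min compound, 1-h challenge, 1-h detection, room temperature.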
# Numbers without * were called inactive; . = not tested or not shown.
SMILES,SRC1 inh,NCOA3 inh,EBV LMP1 NFkB,ABHD5 PLIN5 PPI,SRC2 inh,COUP-TFII inh,TLR9-MyD88 inh,MC4R ag barr,NOD2-RIPK2 inh,LRH-1 inv ag,MC4R antagonist
O=C(C1CCC1)N1CCc2cc(S(=O)(=O)NC3CCCc4ccccc43)ccc21 (stereo not given),-3.8,-11.5,4.0,-2.2,18.1,-7.4,8.4,-0.1,0.2,11.3,6.8
O=C1C2C3C=CC(C3)C2C(=O)N1/N=C/c1cc(Br)cc([N+](=O)[O-])c1O (stereo not given),3.7,-0.4,5.2,10.2,0.5,6.2,2.8,-1.4,-5.5,8.3,2.6
COc1ccc(CCn2c(C3CCCCC3)nc3c(c(=O)c4ccccc4n3C)c2=O)cc1OC,-1.3,23.4,4.0,5.8,4.3,20.9,-0.5,0.3,7.9,-0.6,5.2
C[C@@H]1CN([C@H](C)CO)C(=O)CCCn2cc(nn2)CO[C@H]1CN(C)S(=O)(=O)c1cccc(F)c1,-25.0,5.0,-0.3,-0.9,-6.2,14.9,9.1,-1.7,-2.5,12.9,-7.8
COc1ccc(/C=C(\NC(=O)c2cccs2)C(=O)Nc2ccc(C)cc2)cc1OC,3.2,12.0,1.4,-3.9,18.1,12.9,-3.7,-3.7,2.2,2.1,8.5
Cc1cc(=O)oc2cc(OC(=O)c3ccccc3)ccc12,5.7,-4.7,-1.2,-2.0,-6.5,-11.8,0.8,-2.2,-5.0,8.2,-5.3
COc1ccc(N(CC(=O)NCCc2ccc(Cl)cc2)S(=O)(=O)c2c(C)[nH]c(=O)[nH]c2=O)cc1,-24.9,19.2,-3.0,5.3,-37.6,-2.1,2.3,-3.4,1.0,11.4,6.4
Cc1nc2cc(C(=O)NCc3ccc4c(c3)OCO4)ccc2n1-c1ccc(Br)cc1,-14.5,3.0,14.0,-3.7,-2.2,-3.3,1.4,-2.6,-5.8,5.7,1.3
Cc1ccc2cc(CN(Cc3nnnn3C3CCCCC3)CC3CCCO3)c(=O)[nH]c2c1 (stereo not given),3.8,-2.4,3.0,-14.7,-18.5,11.4,-7.8,-2.2,-4.8,19.7,-10.0
CC(=O)N1Cc2cc(C(=O)NCc3cccc(F)c3)nc(-c3cccc(C4=CCCC4)c3)c2[C@H]1CCO,.,.,.,6.6,-21.6,16.8,.,.,-2.4,-3.8,.
CCCc1nc2nc(C)c(NS(=O)(=O)c3ccc(CC(C)C)cc3)c(=O)n2[nH]1,-7.2,6.8,1.2,-7.1,-20.1,-21.8,5.5,2.5,-8.5,-12.2,3.3
Cc1ccc(C(=O)NCCc2nnc3c(C(F)(F)F)cc(Cl)cn23)o1,-4.3,1.6,3.7,6.9,3.6,0.0,-7.0,-1.4,6.5,4.0,-0.5
Cc1onc(-c2ccccc2)c1-c1nnc(CN2CCN(S(=O)(=O)c3ccccc3)CC2)o1,5.8,6.6,0.0,5.6,30.2,1.4,13.5,0.6,2.4,13.1,6.2
COc1ccccc1-c1cnc(C(O)c2ccccc2)[nH]1 (stereo not given),-4.0,-20.6,.,-0.6,-9.0,-14.6,.,-0.8,-1.4,-21.3,14.3
COc1cc(CNn2cn[nH]c2=S)cc(Br)c1OCc1ccccc1F,0.2,-19.1,-8.3,-9.2,12.4,-11.8,2.0,-1.0,-0.7,4.2,4.2
CCN(CC)C(=O)Cn1cc(SCC(=O)NCc2ccco2)c2ccccc21,-0.4,-10.9,-3.1,-4.1,-0.8,-0.6,6.5,-0.1,-1.7,12.2,5.7
O=C(NCC(=O)N(CC1CCCO1)C1(C(=O)NC2CCCCC2)CCCCC1)c1ccccc1 (stereo not given),-0.2,-6.9,1.5,5.9,15.4,-15.3,-0.5,0.4,4.6,4.4,2.5
Nc1ccn([C@@H]2O[C@H](CNCC3=CCOc4ccc(O)cc43)[C@@H](O)[C@H]2O)c(=O)n1,-6.2,5.7,-1.0,5.8,-8.6,5.5,-3.5,0.3,2.0,-1.9,7.8
Cc1ncsc1CCOC(=O)C1C2CC3CC(C2)CC1C3 (stereo not given),-12.4,11.6,-6.9,-10.7,5.8,-5.2,3.2,0.0,8.9,9.8,-0.4
CSCC[C@H](NC(=O)C1CCN(S(=O)(=O)c2ccccc2)CC1)C(=O)NC1CC1,5.5,-2.0,-4.3,-1.5,21.8,-18.1,-5.9,-0.5,-0.9,-0.1,-4.4
COc1cc(OC)c2c(c1)O/C(=C\c1ccccc1)C2=O,-64.1,-50.4,.,15.2,-43.1,-37.4,.,-1.7,-5.2,-61.1,-1.8
Cn1ccc2c(-c3ccc4c(c3)OCCO4)cc3c(c21)C1CCC3C1 (stereo not given),-5.4,-2.7,.,12.5,-2.4,-15.2,.,.,7.4,0.8,.
COc1cc(C(=O)NCc2ccc(-c3nc4ccccc4o3)cc2)cc(OC)c1OC,-5.1,-20.2,-6.9,7.0,-2.9,-5.2,-8.3,-1.5,-8.2,-18.0,-0.1
O=C(Nc1ccc2nc(C(F)(F)F)[nH]c2c1)[C@@H]1O[C@H](CO)[C@@H](O)[C@H]1O,6.0,-5.2,.,3.7,-12.9,8.4,.,-3.5,-6.4,-18.7,-2.0
Cc1ccc(C)c(OCc2ccc(C(=O)N3N=C(C(F)F)CC3(O)C(F)F)o2)c1 (stereo not given),-23.4,8.3,-2.7,-8.3,19.5,6.6,1.4,6.4,-4.0,8.3,-3.5
CN1c2ccccc2-c2ccccc2S1(=O)=O,-8.0,-24.9,-10.8,4.6,9.1,-16.0,-2.9,1.4,0.1,-5.4,-1.0
COC(=O)[C@H](NCc1ccc(OC)c(B(O)O)c1)C(C)C,-6.0,-3.4,-7.3,2.1,22.1,1.0,-7.9,0.4,1.9,-13.6,-3.7
CCN1/C(=C2/SC(=S)N(NC(C)=O)C2=O)Sc2ccccc21,-15.2,-13.4,-2.2,-0.6,-10.9,11.9,5.0,0.3,-2.6,4.9,-7.0
COC(=O)c1cnn(-c2ccc(Cl)cc2)c1/C=N/NC(N)=S,11.8,17.9,18.0,3.3,39.0,43.3*,4.1,2.5,-0.8,20.9,15.5
CCCCOC(=O)Nc1nnc(CC)s1,-47.2,-20.6,-5.5,-6.9,-36.9,-14.4,-5.2,-0.4,7.6,-44.5,-4.9
CC1(C)NC(=O)N(CC(O)CN2CCCCC2)C1=O (stereo not given),-11.2,12.8,-1.0,-3.4,8.3,3.7,3.7,-1.0,-5.4,12.8,10.9
c1ccc(N2CCCCC2)c(NC2=NCCC2)c1,9.5,-8.7,-6.0,0.7,3.1,5.2,3.9,-2.3,-2.6,5.3,1.4
N#Cc1cc2cc3c(cc2nc1Cl)OCCO3,-4.2,-20.8,-10.4,1.7,-50.7,-7.9,-5.6,-1.8,-14.5,-33.7,-3.9
Cc1cccc(CS(=O)(=O)c2ncc(Cl)c(C(=O)NCc3ccccc3)n2)c1,-45.0,-6.6,-8.3,34.2*,28.4,29.8,2.0,-5.0,56.9*,5.5,52.3*
Cc1ccc(N2C(=O)Nc3ccccc3C2(O)C(=O)N2CCN(c3ccccn3)CC2)cc1C (stereo not given),-14.8,2.0,2.4,-7.3,-4.2,3.8,-0.2,0.1,-12.6,-10.5,18.1
O=C(Cn1nnc2ccccc2c1=O)N[C@@H](Cc1ccccc1)C(=O)O,-10.2,5.2,-4.5,3.0,-12.0,-3.8,-7.0,-0.2,-6.9,3.0,-2.4
Cc1ccc(C)c(OCc2cc(C(=O)NC3CCOC(C)(C)C3)no2)c1 (stereo not given),-72.1,-16.6,-17.1,-6.4,-20.7,-48.8,-1.2,-4.9,7.5,-30.9,4.2
Cc1csc2ncnc(NC3CCN(Cc4ccccc4)CC3)c12,-1.6,19.9,10.2,-0.1,23.0,59.5*,0.3,-1.7,-5.7,37.6,4.6
CC(C)COc1ccc(C(=O)NC(CC(C)C)C(=O)O)cc1 (stereo not given),-4.0,0.3,-1.2,-2.1,7.4,-1.7,5.5,-2.9,7.9,-3.9,-5.0
COC(=O)c1ccc(C#Cc2ccccc2)o1,-63.4,-2.4,-1.9,0.0,-17.1,-3.8,-5.1,-0.9,3.6,-15.4,-3.9
Cc1n[nH]c(C)c1CCC(=O)N/N=C/c1cccs1,5.0,2.2,2.9,-0.8,2.8,11.8,.,-0.1,-5.0,8.2,9.6
CC1(c2cccc(N)c2)OCCO1,11.7,1.5,-20.7,4.6,-36.0,-15.8,-1.9,0.7,-4.4,-2.4,-0.1
CCOCCCNC(=O)c1cccs1,-15.4,-26.0,2.3,-10.4,7.3,-4.9,0.2,-2.1,-5.3,-8.4,8.1
Cc1cc(-c2ccc(S(=O)(=O)N3CCc4ccccc4C3)s2)on1,0.7,1.5,-1.6,2.4,8.2,7.9,6.1,4.6,-0.4,-0.6,-7.0
O=C(NCc1ccncc1)c1ccccc1Nc1ccc(SC(F)F)cc1,9.1,-18.0,-5.4,4.7,-53.2,16.8,-2.5,2.3,7.6,-6.2,-2.5
Nc1nnc(SCC(=O)Nc2cc(S(=O)(=O)N3CCOCC3)ccc2Cl)s1,-6.2,19.7,1.5,-2.6,23.0,-30.5,-7.4,-0.6,-15.0,3.4,9.4
CN(C)S(=O)(=O)c1cc(NC(=O)COC(=O)C2COc3ccccc3O2)ccc1Cl (stereo not given),-6.0,7.9,4.8,-6.2,17.5,-8.7,6.1,-3.0,-5.7,-7.0,-2.0
O=C1c2ccccc2NC(c2cn[nH]c2-c2ccccc2)N1O (stereo not given),-22.2,-21.8,1.1,0.4,-1.2,-4.3,6.0,-1.2,-7.2,-23.0,-2.3

# Compound profiles (already shown). Order of values: SRC1 inh	NCOA3 inh	EBV LMP1 NFkB	ABHD5 PLIN5 PPI	SRC2 inh	COUP-TFII inh	TLR9-MyD88 inh	MC4R ag barr	NOD2-RIPK2 inh	LRH-1 inv ag	MC4R antagonist
# O=C(NCc1ccncc1)c1ccccc1Nc1ccc(SC(F)F)cc1 in the list: 9.1	-18.0	-5.4	4.7	-53.2	16.8	-2.5	2.3	7.6	-6.2	-2.5
# CC1(c2cccc(N)c2)OCCO1 in the list: 11.7	1.5	-20.7	4.6	-36.0	-15.8	-1.9	0.7	-4.4	-2.4	-0.1

# Screening results deposited in PubChem BioAssay by several laboratories.

# Some of the compounds tested (hit frequency here may not be typical).
